# PrPC surface inh: reduces human prion protein on the cell surface. 370,000 tested, 0.43% active. cell surface PrPC, TR-FRET read-out. inhibition, % at 13.8 µM. P04156; in the data active = inhibition above about 24%; note: 0% = median of the test wells and 100% = reference compound wells
# BoNT-A LC inh2: blocks Botulinum neurotoxin A light chain protease | multiplex microsphere protease substrate cleavage, flow cytometry | inhibition, % at 10 µM | 360,000 tested, 0.17% active | AID 588499; in the data active = inhibition above about 30%; inconclusive = no clear call, values can overlap the other calls; note: plate controls were buffer without enzyme for full effect and enzyme alone for no effect
# CCHF vOTU inh: blocks the CCHF virus ovarian tumor domain protease | CCHFV vOTU protease, Pep-AMC fluorescence | 370,000 tested, 0.55% active | inhibition, % at 11.5 µM; note: 0% = vehicle wells with enzyme and 100% = no enzyme wells
# BioA inh: BioA (M. tuberculosis) enzyme inhibition. 360,000 tested, 0.096% active. purified M. tuberculosis BioA enzyme, plate reader. inhibition, % at 9.99 µM. AID 602481; in the data active = inhibition above about 40%; inconclusive = no clear call, values can overlap the other calls
# UGM FP inh: blocks M. tuberculosis UGM enzyme | purified UGM, fluorescence polarization probe displacement | inhibition, % at 10 µM | 320,000 tested, 0.06% active; in the data active = inhibition above about 10%, passing the limit was not always enough; inconclusive = no clear call, values can overlap the other calls
# Target sequence (P9WIQ1 whole entry, looked up): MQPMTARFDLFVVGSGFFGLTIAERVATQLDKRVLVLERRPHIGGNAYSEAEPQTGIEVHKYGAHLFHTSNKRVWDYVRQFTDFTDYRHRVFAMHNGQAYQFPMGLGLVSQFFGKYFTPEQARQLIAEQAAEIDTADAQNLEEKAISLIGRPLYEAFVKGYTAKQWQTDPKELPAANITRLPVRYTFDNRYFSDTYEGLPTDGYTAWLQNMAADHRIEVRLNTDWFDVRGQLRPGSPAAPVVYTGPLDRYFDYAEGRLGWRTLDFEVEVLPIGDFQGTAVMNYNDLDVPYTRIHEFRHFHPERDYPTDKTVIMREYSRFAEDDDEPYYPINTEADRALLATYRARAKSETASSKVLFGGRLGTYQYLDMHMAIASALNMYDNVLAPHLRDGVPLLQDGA
# GDH-TPI counter: inhibits GDH-TPI coupling enzymes, artifact for Mtb FBA screen. inhibition, % at 4.8 µM. GDH-TPI coupled enzyme counterscreen, NADH absorbance. 360,000 tested, 1.2% active;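 note: 0% = DMSO wells and 100% = wells lacking the enzyme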
# FBA Mtb inh: inhibitors of M. tuberculosis fructose-bisphosphate aldolase | P9WQA3 | purified M. tuberculosis FBA, fluorescence read-out | inhibition, % at 1 µM | 360,000 tested, 2.3% active; in the data active = inhibition above about 27%;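 note: 0% = vehicle and 100% = reference inhibitor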
# Target sequence (P9WQA3 whole entry, looked up): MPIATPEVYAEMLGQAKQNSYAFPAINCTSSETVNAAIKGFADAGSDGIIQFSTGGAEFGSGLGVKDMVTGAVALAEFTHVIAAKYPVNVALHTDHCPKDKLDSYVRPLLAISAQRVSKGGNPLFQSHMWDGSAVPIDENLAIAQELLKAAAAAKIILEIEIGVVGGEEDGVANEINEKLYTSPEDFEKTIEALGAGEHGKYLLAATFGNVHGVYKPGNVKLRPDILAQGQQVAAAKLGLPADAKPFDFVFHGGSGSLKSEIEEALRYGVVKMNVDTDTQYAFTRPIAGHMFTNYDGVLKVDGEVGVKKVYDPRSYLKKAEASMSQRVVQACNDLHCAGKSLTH
# FadD28 binding: M. tuberculosis FadD28 bisubstrate binding inhibition; FadD28 bisubstrate probe binding, fluorescence polarization; inhibition, % at 12.5 µM; 360,000 tested, 0.22% active; AID 588549; in the data active = inhibition above about 8.5%, passing the limit was not always enough; inconclusive = no clear call, values can overlap the other calls
# BoNT-F LC inh: blocks Botulinum neurotoxin F light chain protease | Multiplex microsphere protease cleavage assay, flow cytometry | inhibition, % at 10 µM | 360,000 tested, 0.22% active; in the data active = inhibition above about 35%, passing the limit was not always enough; inconclusive = no clear call, values can overlap the other calls; note: plate controls were buffer without enzyme for full effect and enzyme alone for no effect
# Starred values were filed as active, the others as inactive; ? = inconclusive; . = no result given. Cut-off read from the data, not from the text of the source, unless noted: active = inhibition above about 30%; inactive = the rest.
SMILES,PrPC surface inh,BoNT-A LC inh2,CCHF vOTU inh,BioA inh,UGM FP inh,GDH-TPI counter,FBA Mtb inh,FadD28 binding,BoNT-F LC inh
COc1ccc(CNC(=O)C2CCCN2C(=O)NCc2ccccc2)cc1 (stereo not drawn),-6.1,1.9,-6.5,-1.4,1.2,8.9,1.8,-3.7,14.5
Cc1ccc(-n2c(SCC(=O)NCc3ccco3)nc3sc(C)c(C)c3c2=O)cc1,1.7,2.0,10.2,-0.2,-1.8,20.1,-0.8,-1.9,14.3
Cc1cc(Br)cn2c(Cc3cccc(F)c3)c(-c3ccc(Cl)cc3)nc12,18.5,0.9,6.1,0.0,.,.,-1.1,-4.1,0.5
CC1CCCCN1S(=O)(=O)c1ccc(C(=O)Nc2nnc(C3=COCCO3)o2)cc1 (stereo not drawn),0.1,-1.0,-1.1,-0.2,0.1,16.1,0.0,1.0,-1.2
O=S(=O)(c1ccccc1)[C@@]1(c2ccc(Br)cc2)C[C@@H]2ON=C(c3cccc(Br)c3)[C@@H]2C1,-0.7,-0.7,-1.9,-0.4,0.6,-3.6,0.0,-2.9,-6.4
O=C(NC1CCCC1)C(=O)c1c[nH]c2ccccc12,-2.4,-0.6,19.5,-0.7,3.5,7.2,-0.3,-5.0,-7.5
Cc1cccc(Nc2nc(C)cc(C)c2C#N)c1,1.9,-0.7,0.3,-0.2,0.0,8.6,0.5,-4.0,?
CCOc1ccc(C(=S)N2CCCC2)cc1OCC,-3.9,-0.3,-9.6,-0.9,1.9,13.1,-1.9,0.0,?
CCN(CC)c1ccc(N2C(=O)C3CCCCC3C2=O)cc1[N+](=O)[O-] (stereo not drawn),-13.1,0.7,7.2,-0.2,-2.1,-0.8,-3.5,-2.8,1.1
CN1CCN(c2ncc(C=O)s2)CC1,6.5,-0.1,2.9,.,0.5,25.0,-2.2,-0.1,-1.7
Cc1ccc(NC(=O)c2ccccc2OCc2c(C)noc2C)cc1S(=O)(=O)N(C)C,0.6,-1.0,14.6,0.9,-5.7,-3.5,-2.3,-3.6,1.2
COc1ccccc1N1CCN(Cc2cccc(OC)c2OC)CC1,10.1,0.4,6.2,-2.3,1.8,5.5,0.2,-1.7,5.6

# Individual results from the list.
# CCOc1ccc(C(=S)N2CCCC2)cc1OCC in PrPC surface inh is listed with -3.9
# Cc1cccc(Nc2nc(C)cc(C)c2C#N)c1 in UGM FP inh is listed with 0.0
# O=C(NC1CCCC1)C(=O)c1c[nH]c2ccccc12 in BoNT-F LC inh is listed with -7.5
# O=S(=O)(c1ccccc1)[C@@]1(c2ccc(Br)cc2)C[C@@H]2ON=C(c3cccc(Br)c3)[C@@H]2C1 in FBA Mtb inh is listed with 0.0

# In another format: results already given
mol	PrPC surface inh	BoNT-A LC inh2	CCHF vOTU inh	BioA inh	UGM FP inh	GDH-TPI counter	FBA Mtb inh	FadD28 binding	BoNT-F LC inh
COc1ccc(CNC(=O)C2CCCN2C(=O)NCc2ccccc2)cc1 (stereo not drawn)	-6.1	1.9	-6.5	-1.4	1.2	8.9	1.8	-3.7	14.5
CCN(CC)c1ccc(N2C(=O)C3CCCCC3C2=O)cc1[N+](=O)[O-] (stereo not drawn)	-13.1	0.7	7.2	-0.2	-2.1	-0.8	-3.5	-2.8	1.1

# Additional entries:
SMILES,PrPC surface inh,BoNT-A LC inh2,CCHF vOTU inh,BioA inh,UGM FP inh,GDH-TPI counter,FBA Mtb inh,FadD28 binding,BoNT-F LC inh
CNc1ccc2nnc(C(F)(F)C(F)(F)C(F)(F)F)n2n1,2.0,-0.9,4.1,.,1.7,2.2,1.6,-2.5,3.6
CCCCOc1ccc(-c2nnc(-c3ccncc3)o2)cc1,9.4,0.8,5.8,0.5,-2.8,11.0,8.7,-2.1,-0.1
COc1ccc(Nc2ccc3ccccc3c2)cc1,0.4,-0.3,18.6,-0.4,.,7.9,12.9,2.3,-19.4
CCN(CCn1cccn1)Cc1cn[nH]c1-c1ccc(OC)cc1F,-10.1,-0.9,4.4,-0.9,-0.2,0.6,-1.6,0.3,-1.3
O=C(/C=C/c1ccc(F)cc1)N1CCc2ccccc2C1,-4.3,0.5,25.4,0.8,-0.6,4.8,-0.6,-10.7,-0.8
COc1ccc(CN=C(C#N)C2=C(O)c3ccccc3C2=O)cc1,-7.2,.,-6.3,.,-1.5,15.1,3.2,-0.6,.
O=[N+]([O-])c1cc2c(cc1Br)CCN2,-7.8,-0.4,-4.3,.,-0.8,2.2,-3.3,-0.7,0.1
COC(=O)C1=C(N)Oc2cc(C)[nH]c(=O)c2C1c1ccccc1OC (stereo not drawn),6.4,-0.1,16.1,.,-2.3,0.0,-0.2,-2.5,1.4
Cc1ccccc1NC(=S)NC(=O)Cc1ccc(Cl)cc1,-1.4,-4.3,5.1,-1.2,2.2,3.4,-1.2,-1.2,3.3
CCCCCCOc1ccc(/C(C)=N/NC2=NCCN2)cc1,-10.5,1.9,-1.8,2.1,0.8,6.6,0.2,-5.8,-14.5
CNC(=O)C1(C)C=CC2(CCCCC2)N1C(=O)OC (stereo not drawn),4.6,-0.5,-3.5,3.3,-1.2,-0.4,1.8,-1.8,-4.9
O=C(OCCN1C(=O)CCC1=O)c1ccc(S(=O)(=O)N2CCCCC2)cc1,1.2,0.3,7.3,5.3,-0.6,2.2,-1.2,-1.9,-5.9
COc1ccc([C@H]2CC(=O)C=C(c3cccc(Br)c3)C2)cc1OC,-3.2,0.2,5.0,1.7,1.8,3.5,-3.4,-5.6,-9.9
c1ccc(N2CCOCCOCCOCCOCCOCC2)cc1,3.6,-0.9,0.3,.,0.7,6.8,1.0,-1.5,-2.1
COC(=O)c1ccc(NC(=O)Cn2nnc3ccccc32)cc1,14.2,-0.5,4.2,-1.1,2.9,1.4,1.5,-1.8,-8.8
Cn1ccnc1C(O)c1ccccc1 (stereo not drawn),-2.8,-1.0,10.5,0.3,-1.2,-4.1,-2.1,-2.3,0.1
COc1ccc(C2=NN(C(=O)c3ccncc3)C(c3ccccc3O)C2)cc1 (stereo not drawn),0.0,-2.5,5.4,2.2,-2.3,-6.2,-1.8,-9.7,-1.8
CC(=O)c1c(C)[nH]c(C(=O)OCC(=O)NCCC2=CCCCC2)c1C,13.1,1.8,2.0,-0.6,2.4,7.2,1.4,-1.5,3.4
Cc1cc(C(=O)NCC2CCCCC2)ccc1[N+](=O)[O-],-15.0,-1.0,0.2,0.9,-0.9,-1.5,-0.3,-0.9,-2.7
Cc1ccc(NC(=O)CN2C(=O)S/C(=C\c3ccc(-c4cccc(C(=O)O)c4C)o3)C2=O)cc1C,-3.4,-0.6,-4.7,.,.,13.6,-0.3,11.5*,0.0
FC(F)(F)c1ccc(CN2CCN(Cc3ccco3)CC2)cc1,-2.2,-0.2,-15.8,-0.4,1.1,1.6,-0.1,-0.8,-2.6
O=S(=O)(NCCOc1cccc2cccnc12)c1ccc(F)cc1,-6.2,0.2,-6.3,2.1,-2.3,9.3,0.6,-1.3,1.2
CCOC(=O)CSc1nnc(-c2cccnc2)n1C,-0.8,-0.6,7.3,0.6,-0.7,-2.5,4.7,-0.8,-0.2
NC(=O)Nc1ccc(C(=O)OCC(=O)NC2CCCCC2)cc1,-7.6,-1.4,-2.5,.,0.7,-11.8,-3.0,-4.0,-5.0
CC1CN(CCCCOc2ccc3ccccc3c2)CC(C)O1 (stereo not drawn),-3.3,-1.8,9.1,.,0.3,6.6,4.6,-0.6,-12.2
O=S1(=O)CC/C(=N/Nc2ccc(C(F)(F)F)cn2)c2cc(F)ccc21,2.5,0.1,-3.1,.,0.7,13.5,0.0,-0.1,-1.9
CCNC(=O)/C(C#N)=C/c1c(N2CCN(Cc3ccc4c(c3)OCO4)CC2)nc2c(C)cccn2c1=O,-18.5,0.7,-19.8,-4.8,-1.9,6.2,4.8,2.3,2.1
COc1cc2c(cc1OC)CN(C(=O)C1(c3ccccc3)CC1)CC2,3.7,?,8.0,2.3,-0.7,3.9,-0.5,-2.7,2.9
O=C(CN1CCSCC1)N/N=C/c1ccccc1F,-1.2,-0.4,5.5,.,.,1.9,-3.0,-1.6,-2.1
N=C1C(c2ccccc2)=C(O)CN1c1ccc2c(c1)OCO2,8.0,0.5,7.4,0.6,-0.3,-2.9,-3.9,-2.9,-5.1
Cc1nc2ccccc2nc1N1CCCCC1,-7.1,-0.5,0.6,-0.8,.,21.1,-0.6,-0.1,6.2
CSc1ccc(/C=N/n2c(C)nnc2C)cc1,9.2,-0.1,12.5,-1.8,-0.7,15.7,0.8,-1.0,0.8
O=C(COC(=O)c1c2c(nc3ccccc13)/C(=C\c1cccs1)CCC2)Nc1ccccc1,3.2,0.9,-12.2,.,-2.4,22.9,-2.8,2.1,-9.2
O=C(N/N=C/c1c[nH]c2ccccc12)c1ccn[nH]1,11.5,0.7,1.6,.,2.1,9.2,-4.2,-4.5,-2.2
COC(=O)c1ccccc1NC(=S)N(Cc1ccc2c(c1)OCO2)Cc1cc2cccc(C)c2[nH]c1=O,3.4,-0.8,3.9,.,-1.9,9.8,2.5,0.0,7.9
O=C(OCC#CCSc1nnc(-c2cccc3ccccc23)o1)c1cccc2[nH]ccc12,-1.9,0.2,2.5,-2.3,-1.9,16.1,35.9*,-0.6,-5.8

# Single records, as listed above:
# O=C(OCC#CCSc1nnc(-c2cccc3ccccc23)o1)c1cccc2[nH]ccc12 as listed: PrPC surface inh = -1.9; BoNT-A LC inh2 = 0.2; CCHF vOTU inh = 2.5; BioA inh = -2.3; UGM FP inh = -1.9; GDH-TPI counter = 16.1; FBA Mtb inh = 35.9*; FadD28 binding = -0.6; BoNT-F LC inh = -5.8
# CC1CN(CCCCOc2ccc3ccccc3c2)CC(C)O1 (stereo not drawn) as listed: PrPC surface inh = -3.3; BoNT-A LC inh2 = -1.8; CCHF vOTU inh = 9.1; BioA inh = .; UGM FP inh = 0.3; GDH-TPI counter = 6.6; FBA Mtb inh = 4.6; FadD28 binding = -0.6; BoNT-F LC inh = -12.2
# O=S1(=O)CC/C(=N/Nc2ccc(C(F)(F)F)cn2)c2cc(F)ccc21 as listed: PrPC surface inh = 2.5; BoNT-A LC inh2 = 0.1; CCHF vOTU inh = -3.1; BioA inh = .; UGM FP inh = 0.7; GDH-TPI counter = 13.5; FBA Mtb inh = 0.0; FadD28 binding = -0.1; BoNT-F LC inh = -1.9

# (next part)
SMILES,PrPC surface inh,BoNT-A LC inh2,CCHF vOTU inh,BioA inh,UGM FP inh,GDH-TPI counter,FBA Mtb inh,FadD28 binding,BoNT-F LC inh
CC(C)C[C@@H](CN1CCC[C@@H]1CN1C(=S)NC[C@@H]1Cc1ccc(O)cc1)N1C[C@H](Cc2ccc(O)cc2)N(CC2CCCCC2)C1=S,-4.1,0.7,16.9,-5.8,.,.,0.2,-3.8,-6.6
COCCNC(=O)CCCn1c(=O)c2ccccc2n(CC(=O)NCCC2=CCCCC2)c1=O,11.9,0.5,1.1,-1.3,.,-0.4,1.1,-0.2,13.9
CC(/C=N/Nc1ccc2nncn2n1)=C\c1ccccc1,-11.9,-0.2,2.0,.,0.4,29.5,6.3,2.7,0.7
COc1ccc(CNC(=O)CS(=O)CC(=O)O)cc1OC (stereo not drawn),0.0,-0.4,3.6,-1.0,3.3,-1.3,-5.4,-4.2,-0.8
O=C(CSc1ccccn1)N/N=C/c1cccc([N+](=O)[O-])c1,-7.0,-0.4,-8.5,-2.7,0.3,3.7,2.6,-1.3,-9.5
O=C(COC(=O)CN1C(=O)c2ccccc2C1=O)Nc1ncc(Cl)cc1Cl,-4.2,0.7,6.6,-1.4,1.2,3.4,0.5,-1.3,2.4
O=C(COc1ccc(NC(=O)c2ccccc2)cc1)c1ccccc1,5.7,.,31.2*,-0.6,-1.9,1.4,1.8,-1.7,.
Cc1ccn2c(=O)nc(SCC(=O)NCc3ccccc3)nc2c1,3.2,2.3,2.1,-0.1,0.4,13.5,-0.4,-2.3,-9.2
COc1ccc(N(CC(=O)NCCSC2CCCCC2)S(=O)(=O)c2ccccc2)c(OC)c1,12.4,-1.9,22.6,-2.2,-2.2,1.0,-0.8,0.0,-4.9
CC1CCN(CC(C)CNC(=O)c2cc(-c3ccccn3)nc3ccccc23)CC1 (stereo not drawn),-22.1,0.8,-6.5,1.0,1.7,14.8,0.2,-2.5,6.1
Cc1ccc(/C=C/C(=O)N2CCCC(C)C2)cc1 (stereo not drawn),-4.0,-0.3,6.3,1.4,1.7,0.4,0.4,-0.4,-6.6
